DAX1 inh-1 = NR0B1 (DAX1) inhibition. P51843. HEK293 Gal4-DAX1 luciferase reporter, luminescence. inhibition, % at 6.75 µM. 0.99% of 340,000 active. AID 504766;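 active = inhibition above the mean over all tested compounds plus 3 SD, cut at about 4.2% in these data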;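 also: 0% = DAX1-transfected cells with DMSO and 100% = empty-vector control cells with DMSO; inhibition shows as a rise in luminescence from relieved DAX1 repression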
Target sequence (P51843 207-470 limits assumed): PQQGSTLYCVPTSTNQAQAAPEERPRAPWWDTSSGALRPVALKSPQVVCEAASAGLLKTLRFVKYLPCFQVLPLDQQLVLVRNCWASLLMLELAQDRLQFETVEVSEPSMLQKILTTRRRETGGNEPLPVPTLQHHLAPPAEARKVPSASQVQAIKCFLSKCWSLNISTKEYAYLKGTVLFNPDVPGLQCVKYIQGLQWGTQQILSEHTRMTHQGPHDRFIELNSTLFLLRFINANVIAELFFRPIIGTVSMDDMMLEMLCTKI
PG9 Ab binder = binds the HIV-1 gp120 antibody PG9 | TR-FRET gp120-PG9 antibody binding | inhibition, % at 6.7 µM | 0.43% of 360,000 active | AID 624416; in the data active = inhibition above about 8.5%
ADAM10 inh = inhibits human ADAM10; inhibition, % at 7 µM; recombinant ADAM10, EDANS/DABCYL FRET peptide cleavage, 3 h; O14672; 0.62% of 370,000 active;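 active = inhibition above a per-campaign cutoff equal to the mean of compounds falling between control-based bounds plus 3 SD, cut at about 20% in these data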;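 also: 0% = DMSO wells while the 100% control is not disclosed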
Target sequence (O14672 214-748 limits assumed): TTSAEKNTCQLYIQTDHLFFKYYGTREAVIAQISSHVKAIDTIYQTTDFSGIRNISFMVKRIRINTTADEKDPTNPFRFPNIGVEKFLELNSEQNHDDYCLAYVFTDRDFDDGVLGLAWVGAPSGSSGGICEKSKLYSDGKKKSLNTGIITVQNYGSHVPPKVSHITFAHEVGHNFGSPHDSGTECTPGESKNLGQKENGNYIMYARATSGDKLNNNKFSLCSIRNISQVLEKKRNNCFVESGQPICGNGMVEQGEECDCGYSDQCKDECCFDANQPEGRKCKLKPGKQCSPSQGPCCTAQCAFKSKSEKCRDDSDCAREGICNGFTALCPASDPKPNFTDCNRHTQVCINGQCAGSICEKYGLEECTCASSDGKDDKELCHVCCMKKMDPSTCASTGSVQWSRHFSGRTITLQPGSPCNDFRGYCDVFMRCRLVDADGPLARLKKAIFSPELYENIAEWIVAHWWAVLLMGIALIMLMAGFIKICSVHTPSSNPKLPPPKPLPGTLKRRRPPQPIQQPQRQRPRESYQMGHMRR
ssDAF-12 act = S. stercoralis DAF-12 activation, primary screen; HEK293 ssDAF-12/GRIP1 lit1-tk-luc reporter, luminescence; % of 3 µM dafachronic acid response; activation, % at 6.8 µM; 1% of 370,000 active;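 active = activation above the mean over all tested compounds plus 3 SD, cut at about 0.9% in these data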;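 also: 0% = DMSO-only wells and 100% = 3 µM delta7-dafachronic acid wells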
SMARCA2 activ = activators of SMARCA2 function. MG213 cells, MMTV-luciferase reporter, dexamethasone, overnight. activation, % at 9.1 µM. 1% of 370,000 active; in the data active = activation above about 7.8%;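 also: 0% = vehicle wells and 100% = reference activator wells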
FXN GAA850 act = activators of GAA850 frataxin (FXN) promoter; HEK293 lucGAA850 FXN promoter luciferase reporter, 24 h; percent of 10 µM SAHA response; activation, % at 6 µM; 0.56% of 360,000 active;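 active = activation above the average of all compounds screened plus 3 SD, cutoff fixed separately per campaign, cut at about 7.5% in these data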;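 also: 0% = DMSO wells and 100% = 10 µM SAHA wells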
DAX1 inh-2 = inhibitors of DAX1 repression of SF-1 activated StAR promoter | HEK293T StAR-luciferase reporter, SF-1/DAX-1 repression relief | AID 652010 | 1.1% of 370,000 active | inhibition, % at 6.8 µM;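 active = inhibition above the mean over all tested compounds plus 3 SD, cut at about 3.6% in these data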;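 also: 0% = DAX-1 cells with DMSO and 100% = cells lacking DAX-1 with DMSO; higher inhibition means more luminescence from relief of DAX-1 repression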
GC-A act = GC-A (human) enzyme activation. P16066. HEK293 GC-A cells, cGMP TR-FRET, EC30 ANP; 0% at EC30 ANP, 100% saturating ANP. activation, % at 10 µM. 0.14% of 370,000 active. AID 1671463; in the data active = activation above about 40%
ADAM17 inh = inhibits human ADAM17; P78536; recombinant ADAM17, EDANS/DABCYL FRET peptide cleavage; inhibition, % at 6.95 µM; 0.83% of 370,000 active; AID 720648;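 active = inhibition above the mean of compounds lying between control limits plus 3 SD, set per campaign, cut at about 8.5% in these data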;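 also: 0% = DMSO-only wells as the low control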
hgDAF-12 ag = activates the H. glycines DAF-12 receptor ligand-binding domain; 1.8% of 370,000 active; HEK293 GAL4-hgDAF12 UAS-luciferase reporter, agonist luminescence; normalized to butyrate control; activation, % at 6.8 µM;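 active = activation above a cutoff set at the mean of all screened compounds plus 3 SD, cut at about 10% in these data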;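 also: 0% = DMSO wells and 100% = sodium butyrate wells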
hcDAF-12 act = activates DAF-12 receptor from parasite H. contortus. HEK293 hcDAF-12 lit1-tk-luc reporter, luminescence; 0% DMSO, 100% Δ7-dafachronic acid. activation, % at 6.8 µM. 1.4% of 370,000 active. AID 652067;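 active = activation above the mean of all tested compounds plus 3 SD, cut at about 5.5% in these data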;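 also: 100% = response to 3 µM Δ7-dafachronic acid high control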
Starred values were filed as active, the others as inactive; i = inactive; . = no result given; & = joins results of further samples.

SMILES	DAX1 inh-1	PG9 Ab binder	ADAM10 inh	ssDAF-12 act	SMARCA2 activ	FXN GAA850 act	DAX1 inh-2	GC-A act	ADAM17 inh	hgDAF-12 ag	hcDAF-12 act
BrCC1C[n+]2c(SCc3ccccc3)nc3sc4c(c3c2O1)CCCC4 (configuration not stated)	0.0	-0.9	-0.6	-1.2	-0.3	1.9	0.0	-8.7	-0.5	1.6	-0.6
Cc1cc(N2CCN(C)CC2)nc2ccccc12	-0.7	-1.1	-30.8	-0.4	-1.2	-1.8	0.0	2.1	-15.0	0.5	-0.6
OC12Oc3ccccc3C=C1N1CCC2CC1 (configuration not stated)	1.3	0.9	-6.5	-1.3	0.3	-2.8	-0.3	2.8	0.6	-1.2	0.0
Cc1cccc(C)c1-n1nnnc1C(c1cc2ccccc2o1)N1CCC(n2c(=O)[nH]c3ccccc32)CC1 (configuration not stated)	.	-2.5	2.1	-0.6	-2.3	.	-1.0	-0.7	-1.9	1.1	0.5
CCOc1ccc(-n2c(O)c(C=NCCN(CC)CC)c(=O)[nH]c2=O)cc1	1.5	0.8	-2.4	-1.2	-5.8	3.4	0.9	1.6	-0.8	-0.2	1.1
Cc1cccc(C#N)c1	0.2	-2.0	-2.6	-1.5	-3.1	0.8	0.1	4.0	-1.7	-2.5	-2.8
COc1ccc(CCn2c(O)c(C=NC3CC3)c(=O)[nH]c2=O)cc1OC	-1.6	1.0	4.0	-1.2	-4.1	2.9	-0.9	0.1	-5.6	3.4	-1.9
Cc1nc2ccccn2c1P(=S)(N1CCCCC1)N1CCCCC1	-0.9	3.0	-2.3	-1.5	-5.5	-0.6	-0.7	0.2	0.5	-0.2	-1.7
O=C(N/N=C/c1c(O)n(Cc2ccc(F)cc2)c(=O)[nH]c1=O)c1ccccc1	6.6*	-0.6	-68.9	-1.2	3.6	3.4	0.4	-0.6	-28.5	10.9*	0.9
COC(=O)C(O)(c1c(C)[nH]c2ccccc12)C(F)(F)F (configuration not stated)	1.8	0.6	-4.5	0.1	5.1	-2.5	0.0	2.7	-1.1	0.5	3.5
CCOC(=O)[C@]12Cc3ccccc3[C@H]1N(CCC(=O)OC)C(=O)c1cc(OC)ccc12	.	-3.1	-13.7	-0.7	-1.0	.	7.2*	-16.1	0.1	-1.2	2.2
COc1ccc(OCC(=O)N2CCN(Cc3c[nH]c4ccccc34)CC2)cc1	-1.3	1.4	-8.9	0.3	-0.8	-0.3	-0.8	0.4	-5.4	0.7	1.6
CC(C)c1ccc(OCC(=O)N2CCN(C)CC2)c(Br)c1	0.1	1.6	0.3	-1.6	-0.7	2.4	1.0	5.5	1.7	3.2	-0.5
CC(=O)OC1C2CCCC1C(N1CCCC1)CC2 (configuration not stated)	-0.7&1.0	-0.3&2.0	-6.0&5.6	-1.1&-0.7	1.3&0.0	-2.4&0.4	0.5&0.2	0.3	1.7&2.4	-1.8&-0.9	-0.6&-1.4
CC1CN(O)C2CCc3nonc3C12O (configuration not stated)	-0.2	0.4	-0.5	-0.8	-2.2	-1.3	-0.3	-3.0	-3.0	-0.7	-2.4
O=c1[nH]c(=S)[nH]c(O)c1/C=N/N1CCOCC1	-0.1	-2.4	1.5	-1.4	-1.4	-0.6	0.4	3.5	0.9	0.9	1.7
CCc1ccc(-c2nn(Cc3ccccc3)cc2C=O)cc1	1.4	-1.2	4.2	-0.7	4.7	6.5	3.5	-1.9	2.5	13.2*	1.5
CN1C(=O)C(=Cc2ccccc2OCc2ccc(C(=O)O)cc2)C(=O)N(C)C1=O	-1.5	0.9	-30.8	-0.8	-1.7	1.2	0.0	1.8	-8.8	2.1	-0.8
COP(=O)(C#Cc1ccccc1)C(O)c1ccc(Br)cc1 (configuration not stated)	1.1	0.4	-3.6	-1.3	-3.1	1.0	0.2	0.1	-4.4	-0.3	-1.1
CC(=O)/C=C/c1ccccc1	3.3	0.2	-3.8	-1.2	-0.1	-0.6	-0.3	5.0	-0.1	-0.9	-1.7
CN1C(=O)c2ccccc2NC(=O)[C@]12O[C@@H]2c1ccccc1	2.0	-0.9	-9.5	-1.2	-4.1	13.1*	1.3	4.0	-6.0	-1.0	-0.9
COc1cccc(C(=O)C2CCCN(Cc3ccc4nsnc4c3)C2)c1 (configuration not stated)	-0.4	-0.8	-3.7	-2.3	-0.3	-0.8	0.3	0.7	-0.3	-0.5	-1.1
CCOC(=O)c1ccc(N=C(c2ccccc2)c2c(O)n(C)c(=O)n(C)c2=O)cc1	1.9	0.4	1.2	-1.2	-2.9	-0.6	-0.2	3.8	-4.8	0.8	0.9
CCOC(=O)CNC(=O)N1Cc2ccc(Br)cc2-n2nncc2C1	.	-2.5	0.8	-0.4	-3.9	.	0.5	3.2	5.1	1.2	0.1
ON1C2CCCCC2N(O)C1c1ccccc1 (configuration not stated)	1.2	-1.4	-1.9	-1.7	-3.9	0.2	-0.2	2.6	-3.2	-2.5	-1.4
COc1cccc(C(=O)C2CCCN(Cc3ccc(F)cc3)C2)c1 (configuration not stated)	-1.1	-1.7	-12.8	-1.6	-1.4	1.2	1.5	-0.6	-3.1	0.8	1.1
Cc1ccc2c(C)cccc2c1	0.2	0.5	-7.0	-1.4	-4.6	-1.4	0.1	-0.5	-4.3	2.8	1.7
CCCCCCn1c(=O)c(C(=O)Nc2nc(CC(=O)OCC)cs2)c(O)c2ccccc21	-0.2	-0.7	-0.5	-0.8	-4.6	2.1	0.9	7.5	-8.0	0.2	-1.0
COc1ccc(NC(=O)N2CCC3(CC2)OCCO3)cc1OC	-0.6	-2.3	3.9	-0.8	-2.6	-0.1	0.8	2.6	0.6	-1.9	-0.4
O=C1NCN(c2ccccc2)C12CCN(C(c1nnnn1Cc1ccccc1)C1CC1)CC2 (configuration not stated)	.	-0.5	0.4	-0.6	-4.1	.	-1.6	-16.0	-0.5	0.1	-3.4
Cc1ccc(N2C(=O)NC(=O)/C(=C/c3ccoc3)C2=O)cc1	3.1	0.7	-6.9	-0.9	-5.5	0.0	0.4	4.0	-7.9	0.1	-0.3
COC(=O)c1c2[n+](cc3cc(OC)c(OC)cc13)CCc1cc(OC)c(OC)cc1-2	4.5*	-1.8	-8.7	-1.5	-2.1	-1.0	0.0	14.5	-3.0	1.3	-0.1
Cc1cc(C)cc(NC(=S)NC2CC3CCCC(C2)N3Cc2cccs2)c1 (configuration not stated)	0.5	2.3	2.3	-1.0	3.8	-3.7	-0.2	.	3.2	-2.9	1.6
CCN(CC)c1ccc(CNCCc2ccc(F)cc2)cc1	-0.4	-0.4	12.0	-1.6	-0.4	1.5	0.5	-1.6	-2.4	1.4	-1.2
COc1cc2c(c(OC)c1OC)-c1ccc(O)c(=O)cc1[C@@H](N)CC2	-0.6	-1.0	-13.3	-1.3	0.1	0.1	1.1	-3.2	-0.7	1.4	-0.2
CCOC(=O)[C@@]1(C#N)C(c2ccc(Cl)c(Cl)c2)[C@H](C(N)=O)N2C=C(C(C)=O)C=C[C@H]21 (some centres not stated)	-0.1	-3.8	-8.3	0.1	5.9	0.5	0.2	-0.3	-0.9	0.1	1.4
CCn1ccnc1CN1CCCC(C(=O)c2ccc(SC)cc2)C1 (configuration not stated)	-2.1	-1.8	1.5	-2.1	-2.9	0.8	-1.0	0.7	0.5	3.4	-1.8
Cc1cc(OCC(=O)NC(Cc2ccc(Cl)cc2)C(=O)O)c2c3c(c(=O)oc2c1)CCC3 (configuration not stated)	5.8*	0.3	i	-0.9	0.6	1.3	-0.3	2.6	-197.5	2.6	-0.3
CC1CCCC(C2(O)C(=O)Nc3ccccc32)C1=O (configuration not stated)	0.7	0.1	-3.6	0.0	0.3	0.7	0.5	-8.3	-4.7	-0.9	0.4
C=CCn1c(O)c(C(C)=NCC2CCCO2)c(=O)[nH]c1=O (configuration not stated)	.	-3.0	2.4	-1.4	2.5	0.2	0.1	-2.3	-1.1	1.1	-0.2
CCC1CCC(C)N(N=O)C1 (configuration not stated)	0.9	-1.8	5.0	-0.8	2.3	-1.4	0.5	0.6	3.4	2.3	-0.7
CCC[N+]12CCC(CC1)C(=C(c1ccccc1)c1ccccc1)C2	0.7	3.8	2.3	-1.5	-3.7	2.1	-0.3	-2.2	-2.6	-1.3	0.0
CCn1cc(C(=O)c2cccs2)c2ccccc21	-0.8	0.2	12.2	-1.1	0.6	2.8	-0.4	-0.2	1.1	-2.7	-2.0
Cc1cccc(OCC(=O)N2CCN(Cc3ccc4c(c3)OCO4)CC2)c1	1.3	-1.3	-3.3	-1.0	-1.4	1.6	-0.1	2.1	0.4	2.8	-1.2
COC(=O)C1=C(c2ccc(F)cc2OCc2ccccc2)C[C@@H]2CC[C@H]1N2C(=O)NCc1ccc(Br)cc1	-1.2	-3.1	14.2	-1.3	-0.8	-3.9	-0.2	-7.4	7.4	-0.5	-0.7
Cn1c(=O)cc(OCCCC(=O)N2CCC3(CC2)OCCO3)c2ccccc21	-0.8	1.3	3.6	-1.3	-0.2	-1.9	0.2	5.8	-6.1	-0.1	-0.4

Seven entries from above, ordered by length of the SMILES, falling:
SMILES	DAX1 inh-1	PG9 Ab binder	ADAM10 inh	ssDAF-12 act	SMARCA2 activ	FXN GAA850 act	DAX1 inh-2	GC-A act	ADAM17 inh	hgDAF-12 ag	hcDAF-12 act
COC(=O)C1=C(c2ccc(F)cc2OCc2ccccc2)C[C@@H]2CC[C@H]1N2C(=O)NCc1ccc(Br)cc1	-1.2	-3.1	14.2	-1.3	-0.8	-3.9	-0.2	-7.4	7.4	-0.5	-0.7
Cc1cc(OCC(=O)NC(Cc2ccc(Cl)cc2)C(=O)O)c2c3c(c(=O)oc2c1)CCC3 (configuration not stated)	5.8*	0.3	i	-0.9	0.6	1.3	-0.3	2.6	-197.5	2.6	-0.3
Cn1c(=O)cc(OCCCC(=O)N2CCC3(CC2)OCCO3)c2ccccc21	-0.8	1.3	3.6	-1.3	-0.2	-1.9	0.2	5.8	-6.1	-0.1	-0.4
C=CCn1c(O)c(C(C)=NCC2CCCO2)c(=O)[nH]c1=O (configuration not stated)	.	-3.0	2.4	-1.4	2.5	0.2	0.1	-2.3	-1.1	1.1	-0.2
CCn1ccnc1CN1CCCC(C(=O)c2ccc(SC)cc2)C1 (configuration not stated)	-2.1	-1.8	1.5	-2.1	-2.9	0.8	-1.0	0.7	0.5	3.4	-1.8
CC1CCCC(C2(O)C(=O)Nc3ccccc32)C1=O (configuration not stated)	0.7	0.1	-3.6	0.0	0.3	0.7	0.5	-8.3	-4.7	-0.9	0.4
CCC1CCC(C)N(N=O)C1 (configuration not stated)	0.9	-1.8	5.0	-0.8	2.3	-1.4	0.5	0.6	3.4	2.3	-0.7

This is a subset; rates above refer to the full screens.
